# Vif-APOBEC3F blk: blocks the Vif interaction with APOBEC3F; Potency, µM (highest dose often 46.1 µM), for inactives: at the top dose activity, negative = active; hit rate 0.2% among 390,000; HeLa A3F-eYFP + Vif (tagged APOBEC3F with the HIV-1 protein that degrades it), YFP fluorescence increase; further: potency means the concentration at half of the fitted maximal effect; % of control where 0% means no effect; nearly all actives have a fitted effect of over 65% in size
#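 HeLa cells stably expressing Vif plus C-terminally eYFP-tagged A3F were seeded, incubated overnight at 37 deg C, dosed with compound, incubated overnight again at 37 deg C. Yellow fluorescence (Ex 488/Em 500-530) reported blocked Vif-mediated A3F-eYFP degradation.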
# D2 potentiator: positively modulates the human D2 dopamine receptor allosterically; P14416; HEK293 T-REx D2, calcium flux, EC20 dopamine potentiation; potentiation, % at 10 µM; hit rate 0.34% among 340,000; AID 485347;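 active means potentiation over 3 SD above the plate norm, cut at about 30% in these data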; further: 0% is about no effect
#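 Potentiation of an EC20 dopamine calcium response measured kinetically over 180 s, after a preceding 180 s compound-only read flagging agonists. Cells: inducible Hek293 Trex D2 line, 4000/well, cultured overnight at 30 C before dye loading.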
# D1 PAM: enhances dopamine response at the human D1 receptor | HEK293 TREx D1 cells, calcium flux, dopamine EC20 potentiation | potentiation, % at 10 µM | hit rate 0.036% among 360,000 | AID 504651; in the data active means potentiation above about 30%; further: 0% is about no effect
# RXFP1 ag: activates the human relaxin receptor RXFP1. Q9HBX9. HEK293T-RXFP1 cAMP TR-FRET, 30 min; response scale: percent of porcine relaxin response, buffer zero. Potency, µM (doses to about 57.5 µM), for the others: at the highest dose activation, usual class: activators. hit rate 0.3% among 370,000. AID 2676; further: potency means the concentration at half of the fitted maximal effect; on the % scale 0 is the no-effect control and ±100 the full control effect; nearly all actives have a fitted effect of over 60% in size; many of its hits are not listed in these tables
# Target sequence (Q9HBX9 whole entry, looked up): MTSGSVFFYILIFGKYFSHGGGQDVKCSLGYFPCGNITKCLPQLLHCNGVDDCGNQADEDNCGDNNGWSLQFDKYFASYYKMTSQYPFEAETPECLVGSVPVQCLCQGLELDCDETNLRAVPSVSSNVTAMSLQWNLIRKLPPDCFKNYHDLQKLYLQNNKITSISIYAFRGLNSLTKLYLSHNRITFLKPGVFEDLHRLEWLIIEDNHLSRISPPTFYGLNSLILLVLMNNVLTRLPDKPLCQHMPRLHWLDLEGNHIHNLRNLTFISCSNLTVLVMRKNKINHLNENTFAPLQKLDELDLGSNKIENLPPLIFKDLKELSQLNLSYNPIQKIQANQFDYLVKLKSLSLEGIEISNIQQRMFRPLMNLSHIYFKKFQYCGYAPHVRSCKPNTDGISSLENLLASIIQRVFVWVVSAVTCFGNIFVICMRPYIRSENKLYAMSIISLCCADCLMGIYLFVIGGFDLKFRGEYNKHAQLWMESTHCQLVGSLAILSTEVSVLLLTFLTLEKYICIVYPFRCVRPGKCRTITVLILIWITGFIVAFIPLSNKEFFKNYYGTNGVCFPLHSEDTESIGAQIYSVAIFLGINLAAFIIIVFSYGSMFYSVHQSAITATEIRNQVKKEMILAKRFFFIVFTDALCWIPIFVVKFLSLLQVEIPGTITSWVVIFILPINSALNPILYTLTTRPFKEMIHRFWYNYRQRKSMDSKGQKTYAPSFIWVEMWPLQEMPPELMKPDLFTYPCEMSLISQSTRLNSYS
#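 HEK293 cells stably expressing RXFP1, treated 30 min at 37C with compounds plus PDE4 inhibitor Ro 20174; cAMP measured by HTRF TR-FRET. Normalized to buffer and 29 nM porcine relaxin; EC50 by Hill fit.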
# D1 ag: activates the human D1 dopamine receptor; P21728; HEK293 T-REx D1 cells, calcium flux, agonist mode; activation, % at 2 µM; hit rate 1% among 360,000; in the data active means activation above about 30%; further: 0% is about no effect
#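 Inducible HEK293 T-REx D1 cells, force-coupled to calcium signalling, were plated at 4000 cells/well with tetracycline and held overnight at 30 C. After no-wash calcium dye loading, compound-evoked calcium rise over 180 s flagged agonists.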
# LDHA inh: inhibitors of human lactate dehydrogenase A; hit rate 0.15% among 480,000; AID 1347041; activity change, % (values are at about 110 or 230 µM); P00338; purified LDHA, NADH/diaphorase-resazurin fluorescence; active compounds read low; in the data active means activity change below about -30%; inconclusive means mostly about -25% to -30%;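 further: plate controls were DMSO wells for no effect and wells without enzyme for full effect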
#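 Human LDH5 (2 nM) was incubated with 0.06 mM NADH and 0.2 mM pyruvate for 5 min at room temperature in Tris pH 7.4. Remaining NADH was coupled through diaphorase/resazurin, and resorufin fluorescence was read at 0 and 20 min.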
# GRP78 ERSR act: inducers of ER stress response in human glioma cells; U87-MG GRP78 promoter luciferase reporter, 16 h; Potency, µM, for the others: at the highest dose activation, hits mostly activators; hit rate 0.02% among 420,000; AID 602332; further: potency means the concentration at half of the fitted maximal effect; series mostly up to about 76 µM; % of control where 0% means no effect; nearly all actives have a fitted effect of over 35% in size
#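 Stably transfected U87-MG human glioma cells carrying a GRP78-based luminescent sensor were seeded at 1000 cells/well, pin-dosed with compounds and incubated 16 h. Luciferase reagent was then added, and end-point luminescence was read after 10 min at room temperature.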
# Vif-A3G inh: blocks the Vif interaction with human APOBEC3G. Q9HC16. HeLa A3G-eYFP + Vif (tagged APOBEC3G with the HIV-1 protein that degrades it), YFP fluorescence, overnight. Potency, µM (doses to about 46.1 µM), for the others: top-dose activity, negative = active, actives largely listed as inhibitors. hit rate 0.076% among 410,000;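 further: potency means the concentration at half of the fitted maximal effect; on the % scale 0 is the no-effect control and ±100 the full control effect; nearly all actives have a fitted effect of over 60% in size; hits raise eYFP signal because A3G escapes Vif-driven loss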
#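 Read-out is eYFP fluorescence (Ex 488/Em 500-530) from Vif-expressing HeLa A3G-eYFP cells; more signal means A3G escaped Vif-mediated degradation. Cells plated overnight, compound pinned in, incubated overnight at 37 deg C.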
# D1 antagonist: blocks dopamine activation of the human D1 receptor. P21728. HEK293 TREx D1 cells, calcium flux, dopamine EC80; active compounds read low. activity change, negative = inhibition, % at 10 µM. hit rate 3.2% among 360,000. AID 504652; in the data active means activity change below about -30%; further: on the % scale 0 is the no-effect control and ±100 the full control effect
#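 Antagonism measured as reduced calcium response to an EC80 dopamine addition following 180 s compound pre-read; cells were inducible HEK293 Trex D1 plated overnight at 30 C, read kinetically at 1 cycle/sec.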
# * marks the source's active call; other numbers are inactive results; ? = inconclusive; . = no result given. Unless noted, the call rests on the fitted dose curve; in most records, active means well fitted curve in the direction sought with a large enough effect; inconclusive means small, poorly fitted or top-dose-only effect, or another doubt; inactive means no such curve, though single readings can be large; an effect the other way counts as inactive or inconclusive. Not all compounds are listed; count on the stated rates, not on these rows.
SMILES,Vif-APOBEC3F blk,D2 potentiator,D1 PAM,RXFP1 ag,D1 ag,LDHA inh,GRP78 ERSR act,Vif-A3G inh,D1 antagonist
COc1cc(Cl)c(C)cc1NC(=O)c1cc2c(Cl)nc3ccc(C)cc3c2s1,2%,-5,-1,1.4%,1,1,0%,-4%,-6
COc1ccccc1NC(=O)Cn1c(=O)n(-c2cccc(C)c2)c(=O)c2c1c1cc(C)ccc1n2C,1%,-1,-2,0.4%,0,-4,-2%,-7%,-1
NC(=O)c1ccccc1OCC(=O)N1CCCc2ccccc21,-4%,18,-3,-0.9%,5,-2,3%,2%,-7
CN(Cc1cccnc1)C(=O)CNC(=O)c1ccc(Cl)cc1Cl,0%,5,-3,0.9%,3,-7,-5%,2%,8
Cc1ccc(C(=O)NCc2ccco2)cc1S(=O)(=O)Nc1cccc(C)c1C,-1%,0,-2,-0.3%,1,8,-1%,-3%,-6
O=C(Nc1ccnn1C1CCN(Cc2cc(Cl)ccc2O)CC1)C1CC1,8%,8,-17,3.5%,8,-3,-5%,1%,-16
COc1ccc(CN2C(=O)CCC(C(=O)O)C2c2ccccc2)cc1 (centres undefined),1%,6,8,-1.9%,1,-3,-1%,1%,-4
CCCCN(Cc1ccco1)S(=O)(=O)c1c[nH]c(C(=O)OC)c1,3%,5,5,-0.2%,3,1,-3%,-11%,7
O=[N+]([O-])c1ccc(OCCCCCN2CCOCC2)cc1,1%,-2,-4,-1.4%,7,-3,-1%,1%,-22
COc1ccccc1N(CC(=O)N1CCCCC1C)S(=O)(=O)c1ccc(Cl)cc1 (centres undefined),4%,.,.,.,.,0,-2%,-3%,.
Cc1cccc(Nc2nc(N)c([N+](=O)[O-])c(N3CC(C)OC(C)C3)n2)c1 (centres undefined),-9%,3,-2,0.2%,3,-8,-1%,-6%,10
CNC(=O)Nc1ccc(S(N)(=O)=O)cc1,0%,-8,-2,-0.2%,3,-2,-3%,2%,-3
C=CCNC(=O)c1ccc(C2SCC(=O)N2Cc2ccccc2)cc1 (centres undefined),-9%,-4,-7,-0.2%,1,-7,0%,-8%,-2
Cc1ccc(C(=O)O)cc1NC(=O)CCc1ccccc1,12%,-5,-5,-1.3%,-1,-5,-5%,-4%,.
FC(F)(F)c1cc(-c2ccccn2)nc2cc(-c3ccccc3)nn12,15%,14,3,-4.1%,7,-9,-3%,1%,10
COc1cc(/C=N/NC(=O)c2cccnc2)ccc1OCC(=O)Nc1ccc(C)cc1,-2%,-1,-2,-0.8%,2,-4,7%,-15%,-16
CC1(C)CC(NC(=O)c2cc(S(=O)(=O)N3CCOCC3)ccc2Cl)CC(C)(C)N1,1%,.,.,.,.,-11,-2%,0%,.
Cc1sc(NC(=O)c2cccs2)nc1-c1ccccc1,4%,0,-2,0.1%,1,-1,-4%,-7%,2
Cc1ccc(S(=O)(=O)NCN2C(=O)c3ccccc3C2=O)cc1,-13%,.,.,.,.,2,-2%,0%,.
OCCC1CN(Cc2cccc3nccnc23)CCN1Cc1ccc(F)c(F)c1 (centres undefined),-10%,-18,-3,3.8%,1,-8,-3%,1%,7
CC1(C)CC(=O)c2c(nn(-c3ccccc3)c2N)C1,-1%,14,-4,0.9%,1,-12,-2%,0%,6
CC(C)N(C(=O)c1ccc(-c2ccccc2F)cc1)C(C)C,6%,-9,-1,-1.7%,5,5,-4%,-9%,-11
CCOC(=O)C1(Cc2ccccc2)CCN(Cc2cn(CC(=O)OC)c3ccccc23)CC1,-7%,-9,6,0.2%,9,-7,2%,1%,26
Cc1ccc(-n2cc(-c3ccccc3)nc2S(=O)(=O)CC(=O)Nc2ccc(F)cc2)cc1,4%,-3,0,4.7%,6,4,3%,-5%,10
CCn1c(CCCNC(=O)c2ccc(F)cc2)nc2ccccc21,7%,-21,-2,0.0%,0,-5,-6%,-1%,5

# Next part, starting with the last 5 of the part before.
SMILES,Vif-APOBEC3F blk,D2 potentiator,D1 PAM,RXFP1 ag,D1 ag,LDHA inh,GRP78 ERSR act,Vif-A3G inh,D1 antagonist
CC1(C)CC(=O)c2c(nn(-c3ccccc3)c2N)C1,-1%,14,-4,0.9%,1,-12,-2%,0%,6
CC(C)N(C(=O)c1ccc(-c2ccccc2F)cc1)C(C)C,6%,-9,-1,-1.7%,5,5,-4%,-9%,-11
CCOC(=O)C1(Cc2ccccc2)CCN(Cc2cn(CC(=O)OC)c3ccccc23)CC1,-7%,-9,6,0.2%,9,-7,2%,1%,26
Cc1ccc(-n2cc(-c3ccccc3)nc2S(=O)(=O)CC(=O)Nc2ccc(F)cc2)cc1,4%,-3,0,4.7%,6,4,3%,-5%,10
CCn1c(CCCNC(=O)c2ccc(F)cc2)nc2ccccc21,7%,-21,-2,0.0%,0,-5,-6%,-1%,5
Cc1ccc(S(=O)(=O)N2CCCC(NC(=O)N3CCN(c4ccccc4)CC3)C2)cc1 (centres undefined),6%,-6,-4,0.4%,0,-1,-5%,1%,-8
CC1CCN(C(=O)COC(=O)c2cc(S(=O)(=O)N3CCOCC3)ccc2Cl)CC1,1%,2,2,0.8%,1,-8,-3%,-1%,5
Cn1cnc([N+](=O)[O-])c1Oc1ccccc1,5%,-5,-2,2.3%,0,-2,?,5%,5
CCN(CC)c1ccc(C2C(C(=O)OC)=C(C)NC(C)=C2C(=O)OC)cc1,-4%,-5,1,6.9%,2,0,-1%,0%,-5
COc1ccc(S(=O)(=O)Nc2nc3ccccc3nc2NCC2CCCO2)cc1 (centres undefined),1%,12,5,7.0%,2,-11,-6%,1%,4
Cc1nc2ccc(S(=O)(=O)Nc3cccc(-c4nc5cccnc5s4)c3C)cc2s1,-1%,7,-6,2.1%,7,-11,-2%,-1%,-9
COc1ccc(C(=O)Nc2ccc3nc(SCC(=O)N4CCOCC4)sc3c2)cc1,-14%,17,0,?,1,-1,-1%,-2%,1
O=C(CSc1nnc(-c2ccccc2)n1-c1ccc(Cl)cc1)NNC(=S)Nc1ccccc1,6%,0,0,-1.6%,3,3,-3%,0%,2
CC(NC(=O)c1ccc(Cl)c(Cl)c1)c1ccc(-c2ccccc2)cc1 (centres undefined),4%,-20,0,0.2%,3,-6,5%,1%,11
O=C1CCCN1c1ccc(S(=O)(=O)N2CCN(c3ccccn3)CC2)cc1,-1%,10,-5,0.6%,9,-7,-2%,-1%,-27
Cc1nc([N+](=O)[O-])c(Br)n1CC(=O)c1ccccc1,-12%,2,-8,-0.5%,11,-1,-12%,?,-19
CCc1ccc(NC(=O)Cn2c(=O)n(CCCCC(=O)NCCc3ccccc3)c(=O)c3ccccc32)cc1,1%,1,3,6.4%,-1,-5,-3%,0%,4
COc1ccc(OC)c(C(C)NC(=O)c2ccco2)c1 (centres undefined),-19%,1,-1,0.1%,3,-6,-2%,?,-9
CC(NC(=O)CCNC(=O)c1ccco1)c1ccccc1 (centres undefined),3%,8,-6,3.3%,0,0,1%,0%,-42*
COc1ccc(NC(=S)NCCSc2ccc(Cl)cc2)c(OC)c1,-5%,17,-4,-2.6%,9,2,-7%,4%,-10
Cc1ccccc1Nc1cc(C(=O)NC2CCCC2)c2ccccc2n1,3%,0,2,?,-1,-7,-4%,-3%,10
O=C(Cn1cc(C(=O)C2CC2)c2ccccc21)Nc1ccc(Br)cc1,4%,5,-4,20µM*,23,-11,-3%,-3%,11
CC(=O)c1c(C)oc2c(Cl)cc(NS(=O)(=O)c3ccc(Cl)cc3)cc12,-6%,18,-5,-1.4%,-1,2,-4%,1%,-13
COc1ccc(CNS(=O)(=O)c2c(C(=O)N3CCCCCC3)c(C)n(C)c2C)cc1,0%,-3,-2,-3.3%,-2,-3,-4%,-4%,14
Cc1cccc(OCCSc2nncn2C)c1,2%,6,-11,-0.5%,3,0,4%,-3%,-1
COC(=O)c1cccc(NC(=O)CC2C(=O)NCCN2C(=O)Nc2cc(C)cc(C)c2)c1 (centres undefined),1%,-2,0,1.1%,11,-8,0%,0%,9
CCOc1ccc(C(=O)NCCCCNC(=O)c2ccc(OCC)cc2)cc1,0%,12,-1,-2.9%,0,-5,-2%,1%,14
O=S(=O)(c1ccc(F)cc1)N1CCC(O)(c2ccc3c(c2)OCO3)CC1,-1%,6,-2,0.3%,7,-3,-3%,0%,-6

# Three structures out of the list, arranged by molecular weight, highest first.
SMILES,Vif-APOBEC3F blk,D2 potentiator,D1 PAM,RXFP1 ag,D1 ag,LDHA inh,GRP78 ERSR act,Vif-A3G inh,D1 antagonist
O=C(Cn1cc(C(=O)C2CC2)c2ccccc21)Nc1ccc(Br)cc1,4%,5,-4,20µM*,23,-11,-3%,-3%,11
O=C1CCCN1c1ccc(S(=O)(=O)N2CCN(c3ccccn3)CC2)cc1,-1%,10,-5,0.6%,9,-7,-2%,-1%,-27
CC(NC(=O)CCNC(=O)c1ccco1)c1ccccc1 (centres undefined),3%,8,-6,3.3%,0,0,1%,0%,-42*

# Just RXFP1 ag and D1 ag (5 entries from above):
structure | RXFP1 ag | D1 ag
CCN(CC)c1ccc(C2C(C(=O)OC)=C(C)NC(C)=C2C(=O)OC)cc1 | 6.9% | 2
COc1ccc(S(=O)(=O)Nc2nc3ccccc3nc2NCC2CCCO2)cc1 (centres undefined) | 7.0% | 2
Cc1nc2ccc(S(=O)(=O)Nc3cccc(-c4nc5cccnc5s4)c3C)cc2s1 | 2.1% | 7
COc1ccc(C(=O)Nc2ccc3nc(SCC(=O)N4CCOCC4)sc3c2)cc1 | ? | 1
O=C(CSc1nnc(-c2ccccc2)n1-c1ccc(Cl)cc1)NNC(=S)Nc1ccccc1 | -1.6% | 3

# Assay outcomes: PubChem BioAssay, National Center for Advancing Translational Sciences (NCATS)
